# BLM inh: blocks DNA unwinding by human BLM helicase. P54132. recombinant BLM DNA unwinding, fluorescence dequenching. Potency, µM (top dose mostly 56.1 µM), without a hit: top-dose activity change, negative = inhibition, most hits filed as inhibitors. actives 0.2% (n = 350,000). AID 2528;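 note: potency is the fitted concentration of half-maximal effect; plate controls were vehicle for no effect and no enzyme for full effect; nearly all actives have a fitted effect of over 35% in size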
# APE1 inh: blocks human APE1 abasic DNA cleavage | recombinant APE1, TAMRA/BHQ-2 abasic DNA cleavage fluorescence | Potency, µM (series often up to 65.8 µM), for inactives: at the highest dose activity change, negative = inhibition, most hits filed as inhibitors | actives 0.35% (n = 350,000) | P27695;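 note: potency is the fitted concentration of half-maximal effect; plate controls were vehicle for no effect and reference inhibitor for full effect; nearly all actives have a fitted effect of over 55% in size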
#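 Activity was derived from the fluorescence gain between first and third kinetic reads (60 s intervals, ex 525/em 598 nm) after 50 nM THF-abasic TAMRA/BHQ-2 duplex was added to 0.75 nM APE1 preincubated 15 min with compound.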
# Tb PGK inh: inhibitors of T. brucei phosphoglycerate kinase. P07378. PGK/GAPDH coupled, Kinase-Glo luminescence, 60 min. Potency, µM (titrated, usually from 57.5 µM), inactives show top-dose activity change, negative = inhibition, most hits filed as inhibitors. actives 0.043% (n = 380,000). AID 602233; note: potency is the fitted concentration of half-maximal effect; % is set by controls: 0 for no effect and ±100 for the full control effect; nearly all actives have a fitted effect of over 60% in size
#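 Recombinant glycosomal PGK reaction used 1,3-bisphosphoglycerate generated in-well by GAPDH (100nM final) in 100mM TEA pH 7.6, 5mM MgCl2, 0.01% Tween-20. After 60 minutes at room temperature, ATP was read by Kinase-Glo Plus luminescence end-point.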
# Apoferritin bind: binds horse apoferritin like a general anesthetic; AID 485281; Potency, µM (top dose mostly 77.5 µM), for inactives: at the highest dose activity change, negative = displacement, actives largely listed as inhibitors; P02791; apoferritin/1-aminoanthracene competitive binding, fluorescence; actives 0.074% (n = 350,000); note: potency is the fitted concentration of half-maximal effect; % is set by controls: 0 for no effect and ±100 for the full control effect; nearly all actives have a fitted effect of over 20% in size
# Target sequence (P02791 2-175 limits assumed): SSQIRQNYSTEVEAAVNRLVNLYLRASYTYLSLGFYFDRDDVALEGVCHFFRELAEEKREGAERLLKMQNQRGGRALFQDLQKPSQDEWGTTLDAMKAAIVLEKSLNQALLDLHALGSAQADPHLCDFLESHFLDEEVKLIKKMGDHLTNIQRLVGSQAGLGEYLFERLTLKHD
#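 10 uM apoferritin + 50% sat. 1-AMA, PBS; cpd 10 min RT; Ex380/Em535 endpoint; normalized to free probe vs complex; 4-param Hill fit; propofol titration as pos. ctrl.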
# RXFP1 antagonist: antagonists of human relaxin receptor RXFP1; Q9HBX9; HEK293-RXFP1, relaxin-stimulated cAMP HTRF, 30 min; hits give low values; activity change, negative = inhibition, % at 57.5 µM; actives 0.59% (n = 350,000); AID 1259400;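 active = activity change of -60% or lower, but not beyond a set lower limit; inconclusive = change between -60% and -40%, or beyond the set limit; inactive = change above -40%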; note: % is set by controls: 0 for no effect and ±100 for the full control effect
# Pol kappa inh: blocks human DNA polymerase kappa activity | Q9UBT6 | purified Pol kappa, fluorescent DNA synthesis assay, 10 min | Potency, µM (doses to about 107 µM), for the others: top-dose activity, negative = inhibition, hits mostly inhibitors | actives 0.53% (n = 400,000) | AID 588579; note: potency is the fitted concentration of half-maximal effect; % is set by controls: 0 for no effect and ±100 for the full control effect
#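 Pol kappa 10 nM + cpd, 15 min RT; start w/ substrate 50 nM final; fluorescence kinetic read, 0 and 10 min. Neg ctrl: buffer, no enzyme.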
# POLH inh: inhibitors of human DNA polymerase eta; Q9Y253; recombinant Pol eta, fluorescent DNA replication assay; Potency, µM (doses to about 114 µM), for inactives: at the top dose activity change, negative = inhibition, most hits filed as inhibitors; actives 1.2% (n = 390,000); AID 588591; note: potency is the fitted concentration of half-maximal effect; % is set by controls: 0 for no effect and ±100 for the full control effect
# Target sequence (Q9Y253 whole entry, looked up): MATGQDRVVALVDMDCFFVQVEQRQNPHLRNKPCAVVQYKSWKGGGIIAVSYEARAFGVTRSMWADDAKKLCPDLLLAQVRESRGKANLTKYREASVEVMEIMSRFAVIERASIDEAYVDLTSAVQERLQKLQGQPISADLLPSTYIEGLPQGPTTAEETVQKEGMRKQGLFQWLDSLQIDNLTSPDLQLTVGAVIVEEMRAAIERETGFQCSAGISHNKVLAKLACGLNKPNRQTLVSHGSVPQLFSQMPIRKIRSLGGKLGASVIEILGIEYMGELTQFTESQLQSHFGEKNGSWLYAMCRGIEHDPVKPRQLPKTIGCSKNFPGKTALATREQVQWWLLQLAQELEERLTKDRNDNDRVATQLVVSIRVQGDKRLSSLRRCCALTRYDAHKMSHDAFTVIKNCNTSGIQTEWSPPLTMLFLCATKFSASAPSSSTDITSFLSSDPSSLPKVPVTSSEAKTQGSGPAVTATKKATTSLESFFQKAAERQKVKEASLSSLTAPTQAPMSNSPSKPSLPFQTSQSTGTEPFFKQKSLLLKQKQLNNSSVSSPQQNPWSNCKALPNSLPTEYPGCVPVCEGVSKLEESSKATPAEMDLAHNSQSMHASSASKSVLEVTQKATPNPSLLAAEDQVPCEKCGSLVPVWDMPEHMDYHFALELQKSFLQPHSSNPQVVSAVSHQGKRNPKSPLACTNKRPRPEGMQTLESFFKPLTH
#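 Pol eta at 10 nM preincubated with compounds 15 min at room temperature; reaction started with fluorescent substrate (50 nM final) and read kinetically at 0 and 10 min.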
# Pol iota inh: DNA polymerase iota (human) inhibition; Q9UNA4; Pol iota fluorescent replication assay, 10 min; Potency, µM (highest dose often 115 µM), without a hit: at the highest dose activity, negative = inhibition, hits mostly inhibitors; actives 1% (n = 390,000); note: potency is the fitted concentration of half-maximal effect
#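 Fluorescent replication assay read twice, at 0 min and 10 min after adding 50 nM (final) substrate. Enzyme (10 nM) and compounds were first incubated 15 min at room temperature; enzyme-free buffer wells were negative controls.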
# Pol beta inh: DNA polymerase beta (human) inhibition. AID 485314. actives 1.3% (n = 340,000). P06746. Potency, µM (highest dose often 114 µM), for inactives: top-dose activity change, negative = inhibition, usual class: inhibitors. Pol beta primer extension/strand displacement, fluorescence kinetic; note: potency is the fitted concentration of half-maximal effect; % is set by controls: 0 for no effect and ±100 for the full control effect
#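 Pol beta (10 nM) and compounds were preincubated 15 min at room temperature, then 50 nM substrate (final) started primer extension/strand displacement. Reads were taken at 0 and 10 min; concentration-response data were fitted to a four-parameter Hill equation.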
# The depositor's hits bear a star; i = inactive; ? = inconclusive; / = no result given; & = joins results of further samples; [ ] = dose if it differs, or a comment. Unless noted, calls come from the whole dose curve; as a rule, active = well fitted curve in the direction sought with a large enough effect; inconclusive = small, poorly fitted or top-dose-only effect, or another doubt; inactive = no such curve, though single readings can be large; an effect the other way counts as inactive or inconclusive.
SMILES,BLM inh,APE1 inh,Tb PGK inh,Apoferritin bind,RXFP1 antagonist,Pol kappa inh,POLH inh,Pol iota inh,Pol beta inh
Cc1cc(S(=O)(=O)N2CCN(CC(=O)N(C)Cc3ccccc3)CC2)ccc1Br,/,-23%,3%,/,-9,-6%,-14%,57%[activator],/
CCN(CCCNC(=O)CN1C(=O)COc2ccccc21)c1ccccc1,-3%,1%,-3%[11.5 µM],-13%,-2,-1%,3%,0%,25%
Cc1cccc(NC(=O)NC2CCCCCCC2)c1C,1%,-5%,7%,-12%,-16,-3%,-14%,18%,-2%
COc1ccc(CC(=O)N(C)CC(=O)Nc2ccc(F)cc2)cc1S(=O)(=O)N1CCOCC1,/,-6%,-9%,/,9,0%,-9%,43%[activator],/
C=CCn1c(N2CCN(c3ccc(OC)cc3)CC2)nc2c1c(=O)n(C)c(=O)n2C,-7%,-3%,-5%,-8%,-18,-16%,-15%,131%[activator],8%
O=C(CSc1ccc(-c2cccnc2)nn1)Nc1ccccc1F,-2%,12%,-4%,-7%,-9,-5%,-4%,-5%,15%
S=c1nc(C2COc3ccccc3O2)[nH][nH]1 (stereo not given),-7%,-1%,-9%,?,-2,0%,-15%,2%,?
CCNc1nc2c(c(=O)[nH]c(=O)n2C)n1CC(C)C,-1%,-1%,-5%,6%,/,5%,-13%,29%,-4%
COc1ccc(Cl)cc1NC(=O)C1CC(=O)N(C2CCCCC2)C1 (stereo not given),-6%,32%,5%,-9%,-4,-6%,-8%,14%,2%
Cc1cc(Cl)c2ccc3ccccc3c2n1,-1%,4%,4%,-9%,-3,0%,-19%,59%[activator],1%
CC1(C)N=C(N)NC(Nc2ccccc2)=N1,-3%,-11%,i,-10%,3,0%,2%,16%,42%[activator]
Cc1ccc(-c2nc(CSCC(=O)Nc3cc(C)on3)c(C)o2)cc1,1%,-1%,-5%,-12%,/,2%,-20%,22%,?
O=C(CNC(=O)c1ccc(Br)cc1)c1ccccc1,0%,23%,i,-1%,-1,0%,-10%,10%,36%
COc1ccc(CCNC(=O)c2ccccc2C(=O)NCCc2ccc(OC)cc2)cc1,/,/,-16%,/,1,-1%,1%,-23%,/
O=C(NCc1ccccc1)N1CCN(c2ccc(F)cc2)CC1,-13%,6%,i,9%,-3,-1%,-11%,?,4%
O=C(c1cc2ncc(Br)cn2n1)N1CCOCC1,-13%,6%,-9%,-5%,1,-4%,1%,-4%,6%
O=S(=O)(c1ccccc1)c1nc(NCc2ccccc2)sc1Cl,-8%,7%,-10%,?,1,-19%,-26%,0%,8%
Cc1ccc(S(=O)(=O)CCc2nnc(NC(=O)CCl)s2)cc1C,2%,3%,-1%,-3%,-5,-11%,?,3%,-5%
CCSc1nc(=S)cc(C)[nH]1,-3%,-1%,4%,-4%,-75*,-2%,-13%,1%,11%
O=c1[nH]c2ccccc2n1C1=CCCC1,-1%,1%,-4%,-11%,-3,-4%,-13%,-6%,8%
O=C(COc1coc(CN2CCc3ccccc3C2)cc1=O)Nc1ccc(F)cc1,/,23%,-9%,/,-4,1%,-17%,16%,/
COC(=O)CNC(=O)CNC(=O)c1nn(-c2ccc(OC)c(OC)c2)c(=O)c2ccccc12,-1%,-11%,-6%,4%,8,-2%,-2%,-22%,65%
C[C@H]1CN([C@@H](C)CO)C(=O)c2cccc(NC(=O)Nc3ccc(C(F)(F)F)cc3)c2O[C@@H]1CN(C)C(=O)Nc1ccc(F)cc1,/,-31%,-1%,/,/,-5%,-19%,-3%,/
O=C(NC1CCCC1)c1cc2cc(Br)ccc2o1,-3%,0%,i,-3%,0,1%,-9%,50%[activator],33%
O=S(=O)(NCc1ccccc1)NCc1ccc(Cl)cc1Cl,-7%,-19%,2%,-8%,-10,-10%,-1%,77%[activator],58%
CC1(C)CC(NC(=O)COc2ccc(Br)cc2Cl)CC(C)(C)N1,-9%,29%,i,-8%,0,-7%,-19%,26%,15%
COc1ccc(C(=O)C(C)Oc2cccc(NC(=O)c3cccc([N+](=O)[O-])c3)c2)cc1 (stereo not given),-4%,13%,i,1%,/,11%,-12%,3%,1%
CCCCn1cnc2c(oc3nc4c(cc32)CCCC4)c1=O,-6%,-1%,-2%,-5%,-6,-13%,2%,18%,9%
C=CCNC(=O)c1onc(CSc2ccc(F)cc2)c1C(=O)O,-4%,9%,-1%,-8%,/,11%,6%,22%,0%
Cc1nc2ccccc2c(=O)n1-c1ccc(NS(=O)(=O)c2cc(F)ccc2F)cc1,/,5%,8%,/,1,-7%,-3%,17%,/
Cc1cccc(-n2ncc3c(Nc4c(C)n(C)n(-c5ccccc5)c4=O)ncnc32)c1,-3%,0%,-7%,-5%,3,-7%,-1%,14%,22%
c1ccc(CN(Cc2ccccc2)c2ncnc3c2nnn3Cc2ccccc2)cc1,-10%,-4%,8%,7%,-11,-4%,-17%,-17%[58.9 µM],25%
O=C(COC(=O)c1ccccc1F)Nc1cccnc1Cl,2%,-7%,i,-4%,-34,4%,-24%,-4%,28%
COc1cc(NC(=O)C2CC(=O)NC3=C2C(=O)CC(C)(C)C3)c(OC)cc1Cl (stereo not given),0%,17%,-2%,-1%,-3,-4%,2%,19%,11%
CC(C)(C)[C@H]1COC(=O)CCCC/C=C\C[C@H](CC(=O)NCCO)C(=O)N1,/,-16%,7%,/,/,-14%,-6%,4%,/
Cc1ccc(-c2noc(C3CCCN(S(=O)(=O)c4ccc(S(=O)(=O)N(C)C)cc4)C3)n2)o1 (stereo not given),-2%,3%,/,-5%,13,-7%,6%,?,25%
COc1ccc(/C=C2\OC(=O)c3c(OC)cccc32)cc1OC,-2%,-3%,-1%,730%[activator],24,-5%,-8%,-10%,0%
Clc1ccc2c(c1)C(c1cccs1)=NNC(c1cccnc1)=N2,-4%,-2%,-2%,-13%,-3,-15%,-3%,-1%,0%
OC(Cn1cncn1)c1ccc(Cl)cc1Cl (stereo not given),-4%,13%,-4%,-11%,-4,-6%,-11%,14%,26%
CC(C(=O)O)N1C(=O)CSc2ncccc21 (stereo not given),-1%,-3%,i,-12%,-4,-22%,-1%,-2%,32%
CCOc1ccc(-c2nc(-c3cccnc3)no2)cc1OCC,-8%,11%,3%,-10%,-7,-2%,-4%,8%,30%
O=C(Nc1nnc(SCC(=O)N2CCCCC2)s1)C1CCCCC1,-11%,-2%,-3%,-2%,-2,-14%,3%,1%,7%
O=C(CN1C(=O)CCC1=O)Nc1ccc(S(=O)(=O)N2CCOCC2)cc1,-4%,12%,-1%,-14%,-1,-2%,-18%,-1%,-1%
CN(CCOc1ccc(Cl)c(Cl)c1)Cc1ccccc1,-6%,?,i,-7%,-18,-5%,-11%,21%,22%
Cc1c(C(=O)NNc2cc(=O)n(C)c(=O)n2C)cccc1[N+](=O)[O-],-1%,-3%,-9%,-9%,25,12%,-10%,16%,23%
COc1ccc(S(=O)(=O)N(C)C[C@@H]2Oc3ccc(NS(C)(=O)=O)cc3C(=O)N([C@@H](C)CO)C[C@H]2C)cc1,/,-11%,4%,/,/,-10%,3%,5%,/
COc1ccc2nc(NC(=O)CSc3ccccc3)sc2c1,0%,0%,i,-4%,-8,-8%,?,3%,2%
Cc1nonc1C1CCCN1Cc1nc(-c2ccccc2Cl)oc1C (stereo not given),-4%,12%,i,-12%,-4,-7%,0%,25%,32%
Cc1nc2ccccc2n1-c1ccccc1,0%,17%,i,-8%,-2,11%,-8%,4%,12%
COCCn1nnnc1CN(CCCN1CCOCC1)Cc1cc2c(C)ccc(C)c2[nH]c1=O,3%,-10%,i,0%,-6,3%,-10%,8%,-20%
O=c1ccc(-c2ccccc2)n[nH]1,3%,2%,-5%[11.5 µM],-4%,5,-7%,-4%,4%,16%
CCOCC(=O)N1CCN(c2ccc([N+](=O)[O-])cc2)CC1,4%,2%,-6%,-10%,/,-1%,0%,9%,5%[57.1 µM]
Cn1nc(C(F)(F)F)c(C(=O)Nc2ccc(F)cc2F)c1Cl,-6%,10%,i,-2%,-4,-2%,-19%,67%[activator],-9%
COc1ccccc1NS(=O)(=O)c1ccc(C)c(C(N)=O)c1,-4%,3%,-5%,0%,-15,-2%,-12%,25%,3%
O=C(NC1CCCC1)c1ccc([N+](=O)[O-])s1,0%,5%,9%,-14%,3,-6%,1%,119%[activator],-29%
COC(=O)Cc1ccc(NC(=S)Nc2ccc(N3CCOCC3)cc2)cc1,-10%,17%,i,-16%,-3,12%,-8%,59%[activator],37%
O=C1CCN(CCc2ccccc2)CCN1[C@H](CO)c1ccccc1,-1%,9%,i,-7%,/,3%&-9%,5%,14%&7%,17%
CC1Cc2ccccc2N1C(=O)CCN1C(=O)C2C3C=CC(C3)C2C1=O (stereo not given),-1%,-1%,-6%,-10%,-11,8%,-9%,6%,27%
CCCNS(=O)(=O)c1ccc(CCC(=O)NCC2CCCO2)cc1 (stereo not given),-10%,?,3%,2%,8,-13%,4%,-3%,10%
O=C(Nc1ccc(NC(=O)c2ccc([N+](=O)[O-])o2)cc1Cl)c1ccco1,-1%,-8%,5%,4%,3,1%,2%,86%[activator],4%

# Only RXFP1 antagonist, Apoferritin bind and Pol iota inh, for some of the entries so far:
SMILES	RXFP1 antagonist	Apoferritin bind	Pol iota inh
CCOCC(=O)N1CCN(c2ccc([N+](=O)[O-])cc2)CC1	/	-10%	9%
Cn1nc(C(F)(F)F)c(C(=O)Nc2ccc(F)cc2F)c1Cl	-4	-2%	67%[activator]
COC(=O)Cc1ccc(NC(=S)Nc2ccc(N3CCOCC3)cc2)cc1	-3	-16%	59%[activator]
O=C(Nc1ccc(NC(=O)c2ccc([N+](=O)[O-])o2)cc1Cl)c1ccco1	3	4%	86%[activator]

# Screening data from PubChem BioAssay.

# Some of the compounds tested; the hit share may differ from the screen's.
